HTR5A ag ctr – HTR5A agonists in luminescence cell assay, primary screen, counter-screen for OPRM1-OPRD1 heterodimer agonist project, full-deck HTS | 5-hydroxytryptamine receptor 5A (Homo sapiens), P47898 | cell-based | activation, % at 9.3 µM | actives 0.61% (n = 340,000) | AID 504692, 2011; in the data active means activation mostly above about 9.5%, no sharp cut-off; inactive means mostly below about 7.6%;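 further: 0% = cells with vehicle only and 100% = reference agonist; strong numbers were not always called active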
DSG3 Ab inh – inhibitors of pemphigus antibody binding to DSG3, primary screen, biochemical, bead-based, flow cytometry, scFv-GFP; DSG3-coupled beads, scFv-anti-DSG3-GFP binding; stronger effect = lower value; Desmoglein-3 (Homo sapiens), P32926; binding (percent of control), % at 10 µM; actives 0.48% (n = 310,000);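 active means binding more than 3 SD below its plate's average and above zero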;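 further: hits lower antibody fragment binding to DSG3; some compounds called inactive have numbers as strong as hits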
Target sequence (P32926 whole entry, looked up, the tested form may be a part): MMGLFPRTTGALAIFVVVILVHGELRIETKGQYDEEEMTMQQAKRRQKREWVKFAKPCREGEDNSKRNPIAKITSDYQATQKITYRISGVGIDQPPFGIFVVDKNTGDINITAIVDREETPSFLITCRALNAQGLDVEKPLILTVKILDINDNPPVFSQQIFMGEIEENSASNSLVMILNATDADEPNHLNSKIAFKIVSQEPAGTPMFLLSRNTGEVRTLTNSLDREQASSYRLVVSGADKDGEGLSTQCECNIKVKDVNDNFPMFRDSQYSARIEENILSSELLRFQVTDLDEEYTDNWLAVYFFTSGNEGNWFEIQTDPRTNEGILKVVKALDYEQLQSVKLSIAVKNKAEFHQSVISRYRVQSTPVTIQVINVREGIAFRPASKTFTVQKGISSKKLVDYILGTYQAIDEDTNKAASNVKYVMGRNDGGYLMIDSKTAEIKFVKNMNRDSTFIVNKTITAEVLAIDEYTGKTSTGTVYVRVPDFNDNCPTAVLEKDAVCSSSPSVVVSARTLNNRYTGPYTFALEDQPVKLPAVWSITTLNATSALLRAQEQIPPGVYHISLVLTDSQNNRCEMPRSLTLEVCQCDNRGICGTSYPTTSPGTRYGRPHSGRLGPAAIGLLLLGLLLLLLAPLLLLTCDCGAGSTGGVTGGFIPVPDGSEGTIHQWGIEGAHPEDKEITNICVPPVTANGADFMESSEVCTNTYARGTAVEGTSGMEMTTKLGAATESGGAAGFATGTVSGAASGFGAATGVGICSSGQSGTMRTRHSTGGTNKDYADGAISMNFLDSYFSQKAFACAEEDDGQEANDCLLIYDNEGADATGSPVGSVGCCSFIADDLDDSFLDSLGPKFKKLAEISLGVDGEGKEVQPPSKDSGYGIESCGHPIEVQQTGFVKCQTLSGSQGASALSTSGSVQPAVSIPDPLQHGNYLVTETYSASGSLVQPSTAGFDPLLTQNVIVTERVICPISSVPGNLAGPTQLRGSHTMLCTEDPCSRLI
E coli growth – E. coli V3065 growth inhibition, primary screen, counter-screen for AddAB inhibitor project, absorbance, OD600; 18 h; inhibition, % at 11.9 µM; actives 0.27% (n = 330,000); AID 449728, 2010;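 active means inhibition above the campaign's mean inhibition across all tested compounds plus 3 SD, cut at about 9.9% in these data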;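 further: uninfected addAB+ strain grown without phage in ampicillin broth; 0% = DMSO wells and 100% = ciprofloxacin 0.95 µg/ml wells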
AddAB inh – growth inhibition of E. coli expressing H. pylori AddAB, primary screen, AddAB inhibitor project, absorbance. inhibition, % at 11.9 µM. actives 0.29% (n = 330,000); in the data active means inhibition above about 12%;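 further: 0% = vehicle wells of infected cells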
PKA-R1A activ – activators of PKA-R1A holoenzyme, primary screen, biochemical, fluorescence polarization, Cy5-IP20, bovine R1A, mouse PKAc; activation, % at 11.4 µM; PKA-R1A dissociation; scaled: DMSO 0%, 113 µM cGMP 100%; cAMP-dependent protein kinase type I-alpha regulatory subunit (Bos taurus) + …; actives 0.083% (n = 340,000);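 active means percent activation above the mean of all tested compounds plus 3 SD, cut at about 19% in these data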;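 further: higher means more PKAc released from R1A so a rise in polarization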
PfHsp90 set2 – growth inhibition of PfHsp90-expressing yeast, primary screen, antimalarial PfHsp90 inhibitor project, S. cerevisiae, BacTiter-Glo luminescence, single point, set 2. BacTiter-Glo ATP, 48 h; yeast lacking PDR1 and PDR3 efflux regulators. inhibition, % at 9.4 µM. AID 504621, 2011. actives 0.32% (n = 310,000);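 active means every replicate shows inhibition above about 80%, whatever the replicate mean, limit read from the data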;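 further: 0% = DMSO neutral controls and 100% = 20 µM radicicol positive controls; yeast relying on Plasmodium falciparum Hsp90 in place of its own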
phage Ecoli inh – growth loss of phage-infected E. coli, primary screen, RecBCD inhibitor project, absorbance, with phage, HTS. inhibition, % at 11.9 µM. actives 0.26% (n = 360,000); in the data active means inhibition above about 11%
OPRM1-OPRD1 ag – agonists of OPRM1-OPRD1 heterodimerization, primary screen, cell-based, luminescence; Mu-type opioid receptor (Homo sapiens) + Delta-type opioid receptor (Homo sapiens), …; cells; activation, % at 9.3 µM; actives 0.3% (n = 340,000); AID 504326, 2011; in the data active means activation above about 18%;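 further: 0% = vehicle-treated cells and 100% = reference agonist; values of inactives mirror those of a sister screen read the other way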
Mot1-301 SUMO – yeast Mot1-301 growth rescue at high temperature, primary screen, SUMOylation pathway inhibitor project, S. cerevisiae, ATP luminescence, 38.5C; actives 1% (n = 320,000); S. cerevisiae Mot1-301 growth rescue; percent above DMSO median, 100 means doubled; AID 2716, 2010; growth rescue, % at 18.8 µM;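 active means every valid replicate shows activation above 250% relative to neutral control wells; inactive means the rest, any valid replicate at or below 250%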;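 further: OY570 slx delta 5 strain wells were the positive control but not used for scaling; some compounds called inactive have numbers as strong as hits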
OPRM1-OPRD1 inv – inverse agonists of MOR-DOR heterodimerization, primary screen, cell-based, luminescence; actives 0.21% (n = 340,000); inhibition, % at 9.3 µM; Mu-type opioid receptor (Homo sapiens) + Delta-type opioid receptor (Homo sapiens), …; AID 504357, 2011; cell-based MOR-DOR heterodimer luminescence, inverse agonism; in the data active means inhibition above about 22%, passing the limit was not always enough;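 further: 0% = cells with DMSO and 100% = wells without cells with DMSO; values of inactives mirror those of a sister screen read the other way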
HTR5A inv ctr – HTR5A inverse agonists in luminescence cell assay, primary screen, counter-screen for OPRM1-OPRD1 heterodimer inverse agonist project, full-deck HTS; 5-hydroxytryptamine receptor 5A (Homo sapiens), P47898; HTR5A cell line, inverse agonism; inhibition, % at 9.3 µM; actives 0.083% (n = 340,000); in the data active means inhibition mostly above about 23%, no sharp cut-off; inactive means mostly below about 18%;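 further: 0% = cells with DMSO and 100% = no-cell wells with DMSO; some compounds called inactive have numbers as strong as hits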
* marks the source's active call; other numbers are inactive results; · = no result given. No enrichment for hits; overall some 3.2% were active at least once.

SMILES	HTR5A ag ctr	DSG3 Ab inh	E coli growth	AddAB inh	PKA-R1A activ	PfHsp90 set2	phage Ecoli inh	OPRM1-OPRD1 ag	Mot1-301 SUMO	OPRM1-OPRD1 inv	HTR5A inv ctr
CC1(C)CN(C(Cc2ccccc2)C(N)=O)C1=O (stereo unspecified)	-2	100	1.8	0.1	6	44	2.1	-1.9	328	9	7
CCc1nn(CCCC(=O)NC(C)c2ccccc2)c(=O)c2cc3occc3n12 (stereo unspecified)	-2	99	-2.5	3.1	-2	-6	0.2	-1.0	-4	5	-3
CC(C)(C)c1nnc2sc(SCC(=O)N3CCc4ccccc43)nn2c1=O	2	104	-1.2	4.8	7	-22	-1.5	-1.3	-19	7	-5
COc1cc2c(O)cc(C(=O)O)c(-c3cc(OC)c(OC)c(OC)c3)c2cc1OC	3	·	·	·	0	-18	3.3	0.7	·	-3	-12
C=CCNC(=S)Nc1sc2c(c1C(N)=O)CCCC2	·	102	0.0	3.7	·	·	2.0	·	11	·	·
Cc1noc(C)c1S(=O)(=O)N(C)C[C@H]1Oc2c(NC(=O)NC3CCCCC3)cccc2C(=O)N([C@H](C)CO)C[C@@H]1C	-2	101	0.1	3.1	1	-22	1.1	-1.8	-18	10	3
CCc1ccc(C2NC(c3ccc(CC)cc3)C([N+](=O)[O-])C(C)(C)C2[N+](=O)[O-])cc1 (stereo unspecified)	-2	97	-1.0	-2.6	-6	-18	2.4	-0.2	125	1	-3
O=C(c1ccccc1)c1ccc(OCC(=O)N2CCOCC2)cc1	3	94	-0.8	2.1	-15	3	3.7	-0.2	1	1	11
Cc1ccc(S(=O)(=O)Oc2ccc(/C=C3/C(=N)N4C(=NC3=O)SN=C4S(C)(=O)=O)cc2)cc1	-4	95	-0.1	-2.3	-7	26	1.4	-1.8	5	9	15
Cc1cc2c(ncn2C)c(NS(=O)(=O)c2ccc(F)cc2)c1C	-2	95	-0.4	0.8	-6	-13	1.4	0.5	-8	-3	4
COc1ccc(NC(=O)/C(Cl)=C(/Cl)S(=O)(=O)Cc2ccc(C)cc2)cn1	-6	111	·	·	-5	61	·	-5.5	·	23	-12
Cc1cccc([C@H]2[C@@H]3C=CC[C@@H](C)[C@@H]3C(=O)N2Cc2ccccc2)c1	-2	98	-1.8	0.1	-3	-33	0.9	4.6	·	-23	6
O=C(NCc1csc(-c2ccccc2)n1)c1cc(F)cc2c1OCOC2	-1	98	3.3	0.8	1	2	3.6	-2.8	-2	14	-6
COc1cccc(C(=O)C2CCCN(Cc3cccn3-c3ccccn3)C2)c1 (stereo unspecified)	1	101	2.6	3.1	1	-9	1.9	-3.5	-18	20	-3
CCOC(=O)N1CCC(NC(=O)CN(C)S(=O)(=O)c2cc3c(cc2Cl)NC(=O)CO3)CC1	2	127	0.7	1.2	2	14	-2.0	-0.4	-17	2	13
CCC(C)C(NC(=O)OC(C)(C)C)C(=O)NC(CC(C)C)C(N)=O (stereo unspecified)	3	111	-0.7	0.2	-10	13	1.3	-0.7	-1	4	-10
O=C(Nc1nc2cc3c(cc2s1)OCO3)C1CCCCC1	-1	·	3.9	2.3	-2	38	1.0	2.0	71	-10	-2
O=C(Nc1ccccc1)N1CCN2C(=O)c3ccccc3C12c1ccccc1 (stereo unspecified)	2	113	0.0	-0.3	0	6	2.3	9.7	-5	-57	-16
C=CCOC(=O)C(C#N)c1nc2ccccc2nc1N1CCN(Cc2ccc3c(c2)OCO3)CC1 (stereo unspecified)	2	·	0.2	2.0	-1	-35	-0.9	-3.1	14	13	-4
Cn1c(N)c(C(=O)COC(=O)[C@@H]2CCCN2S(=O)(=O)c2ccc(Cl)cc2)c(=O)n(C)c1=O	0	77	0.6	-2.9	-7	-27	4.0	-1.6	1	8	0
CCN1CCN(C(=O)c2ccc(CS(=O)(=O)Cc3ccccc3F)o2)CC1	1	97	-1.3	0.1	3	-9	4.5	-1.0	-8	5	11
CCCOC(=O)CN1C(=O)c2ccc(C(=O)OCCC)cc2C1=O	-7	107	1.7	1.6	7	-7	1.9	5.8	127	-33	-43
CCOC(=O)N1CCN(C(=O)c2cc(COc3c(F)cccc3F)on2)CC1	7	107	-1.5	3.2	0	19	1.4	-2.9	-4	9	7
Cc1ccc(C(c2c(C)[nH][nH]c2=O)c2c(C)[nH][nH]c2=O)cc1[N+](=O)[O-]	1	98	0.0	0.4	6	18	2.6	-0.1	-9	0	11
CCOc1ccc(CCNC(=O)c2cn(C)c3ccc(S(=O)(=O)N4CCOCC4)cc3c2=O)cc1OCC	1	101	1.3	-0.1	-2	-2	0.8	-1.5	-2	8	-8
O=C(Nc1ccccc1C(=O)NCCN1CCOCC1)c1ccco1	-1	98	0.6	1.8	-4	-5	0.4	-1.0	-19	6	3
COc1ccc(NC(=O)CSCc2cc(=O)n3ccsc3n2)cc1	1	106	1.3	0.3	-2	-4	1.5	-3.1	-15	16	18
Cc1cccc(NC(=O)COC(=O)c2ccc(S(=O)(=O)N3CCCC3)cc2)c1	6	102	·	·	6	-20	2.9	-3.5	·	17	-12
O=C(NN1C(=O)C2C3C=CC(C3)C2C1=O)c1ccco1 (stereo unspecified)	1	128	-2.4	2.4	5	-2	-0.2	1.2	-7	-7	18
COc1ccc(N(CC(=O)N2c3ccccc3CC2C)S(=O)(=O)c2c(C)noc2C)cc1 (stereo unspecified)	-1	·	-2.4	1.5	-1	35	4.0	2.8	59	-14	2
CCOc1ccc(N(CC)S(=O)(=O)c2c(C)[nH]c(=O)[nH]c2=O)cc1	9	90	-1.2	-1.8	0	5	3.1	-3.3	1	15	-30
Cc1nc(Cl)nc(N(C)c2ccccc2)c1[N+](=O)[O-]	-3	94	2.5	0.6	-3	-27	1.7	-1.6	-10	8	8
O=C(COC(=O)c1ccccc1Br)NC1CCCC1	0	104	1.4	1.7	-5	16	-1.4	-0.1	-4	1	-1
O=C(COC(=O)Cn1nc(-c2ccccc2)oc1=O)Nc1ccc(F)cc1	-3	100	0.0	0.4	-3	2	0.9	-0.6	0	2	-3
Cc1cccc(C(=O)N(Cc2ccco2)c2c(N)n(Cc3ccccc3)c(=O)[nH]c2=O)c1	1	107	-0.2	0.7	9	16	1.2	-2.2	5	9	-25
CCC(=O)N(CCC1(C(C)C)CCOC(C)(C)C1)Cc1ccco1 (stereo unspecified)	3	100	-0.2	0.3	0	-7	1.9	-0.3	276	2	4
COCCNC(=O)c1cccc(OC2CCN(C(C)COc3ccccc3)CC2)c1 (stereo unspecified)	-4	122	-0.1	0.0	-5	25	-0.1	2.0	-18	-10	12
Cc1ccc2cc3c(NC(=O)c4ccco4)nn(C)c3nc2c1	-6	101	0.5	2.6	-18	13	0.9	-2.2	13	11	15
Cc1ccc(Sc2ccc(/C=N/O)cc2[N+](=O)[O-])cc1	1	106	-0.9	3.6	-5	-14	-0.3	8.3	-18	-50	-5
COc1ccc(NC(=O)NNC(=O)COc2ccc3ccccc3c2)cc1	3	·	0.4	-1.3	0	-21	-0.9	-1.4	-13	7	-12
Cc1cccnc1NC(=O)Nc1cccc2ccccc12	6	93	-2.5	-1.9	-9	-4	1.6	2.8	-7	-14	-14
CS(=O)(=O)N(Cc1nnc(-c2cccs2)o1)c1ccc(Cl)cc1F	-1	94	-3.0	1.1	-8	-28	2.5	-0.8	0	5	-17
Cc1cccc(C(=O)N[C@H](C(=O)Nc2ccc(S(=O)(=O)NC3=NCCCCC3)cc2)C(C)C)c1	-2	89	1.3	4.5	4	-13	3.2	-1.7	8	9	-8
CCN(CC(=O)Nc1c(F)cccc1F)C(=O)c1cccc(S(=O)(=O)N2CCN(c3ccccc3)CC2)c1	4	98	1.1	0.1	-10	3	1.4	-0.9	-7	6	1
O=c1[nH]cc(NCCNc2ncc(C(F)(F)F)cc2Cl)c(=O)[nH]1	7	98	0.1	1.8	-5	9	2.0	-1.6	-11	8	-17
CC(C)c1cc(CNC(=O)CCc2nnc(CCCc3ccccc3)o2)on1	-1	106	-2.5	0.3	3	3	2.7	-2.2	209	15	3
COc1ccc(OC)c(S(=O)(=O)n2ccc(C)n2)c1	2	111	-0.6	1.5	-4	-10	0.6	-1.6	4	9	24
CCCN(C(=O)C(NC(=O)c1ccccc1)C(C)C)c1c(N)n(Cc2ccccc2)c(=O)[nH]c1=O (stereo unspecified)	-3	108	4.2	4.1	-2	-67	-1.4	-0.9	4	4	7
NS(=O)(=O)c1ccc(CCNS(=O)(=O)c2cccc(C(=O)O)c2)cc1	1	94	0.1	0.5	-11	-6	1.9	-1.9	0	10	-5
Cc1cccc(NC(=S)NC2CC3CCCC(C2)N3CC(C)C)c1 (stereo unspecified)	-1	·	0.0	1.2	-3	·	3.0	-0.7	8	4	-1
Cc1ccc(S(=O)(=O)C2(S(=O)(=O)c3ccc(C)cc3)CC2)cc1	2	114	3.0	1.9	1	7	1.9	-2.5	46	13	-20
COc1ccc(C(=O)Cn2cc([N+](=O)[O-])nc2C)cc1	-2	104	1.9	2.2	-7	-7	1.1	-1.6	3	7	9
CCOC(=O)c1c2c3c(cccc3[nH]c1=O)C(=O)c1ccccc1-2	0	100	-1.7	-1.4	-19	10	5.2	-2.8	-3	14	-1
Cn1c(N)c(C(=O)N/N=C/c2ccccc2)sc1=S	2	99	0.2	2.7	-1	2	4.0	-1.7	2	9	5
Clc1ccc2c(N/N=C/c3ccccc3Br)ccnc2c1	8	133	-0.9	0.5	0	7	4.2	52*	-5	-278	-13
COc1ccccc1NC(=O)CSc1ccc2nnc(-c3ccncc3)n2n1	3	110	2.0	1.4	-6	19	0.7	0.1	3	-1	-9
Nn1c(SCC(=O)NCCC2=CCCCC2)nnc1-c1cccnc1	-2	169	·	·	-7	7	4.5	-0.8	·	5	1
Cc1ccc(NC(=O)CSc2nnnn2C2CC2)cc1S(=O)(=O)N1CCOCC1	6	103	·	·	10	·	1.8	-0.5	·	3	17
